Screening results: PubChem BioAssay, several laboratories
p-CIP stab down: p/CIP protein destabilization. F442A p/CIP-EGFP cells, EGFP fluorescence, 16 h. decrease of EGFP signal, % at 10 µM. hit rate 0.01% among 290,000;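 active = EGFP signal decrease of at least 30% at 10 µM or well 3 SD below plate mean, unless failing retest; inactive = the rest, including hits failing retest or dose response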; also: some compounds called inactive have numbers as strong as hits; many of its hits are not listed in these tables
Target sequence (Q05BA5 1-1403): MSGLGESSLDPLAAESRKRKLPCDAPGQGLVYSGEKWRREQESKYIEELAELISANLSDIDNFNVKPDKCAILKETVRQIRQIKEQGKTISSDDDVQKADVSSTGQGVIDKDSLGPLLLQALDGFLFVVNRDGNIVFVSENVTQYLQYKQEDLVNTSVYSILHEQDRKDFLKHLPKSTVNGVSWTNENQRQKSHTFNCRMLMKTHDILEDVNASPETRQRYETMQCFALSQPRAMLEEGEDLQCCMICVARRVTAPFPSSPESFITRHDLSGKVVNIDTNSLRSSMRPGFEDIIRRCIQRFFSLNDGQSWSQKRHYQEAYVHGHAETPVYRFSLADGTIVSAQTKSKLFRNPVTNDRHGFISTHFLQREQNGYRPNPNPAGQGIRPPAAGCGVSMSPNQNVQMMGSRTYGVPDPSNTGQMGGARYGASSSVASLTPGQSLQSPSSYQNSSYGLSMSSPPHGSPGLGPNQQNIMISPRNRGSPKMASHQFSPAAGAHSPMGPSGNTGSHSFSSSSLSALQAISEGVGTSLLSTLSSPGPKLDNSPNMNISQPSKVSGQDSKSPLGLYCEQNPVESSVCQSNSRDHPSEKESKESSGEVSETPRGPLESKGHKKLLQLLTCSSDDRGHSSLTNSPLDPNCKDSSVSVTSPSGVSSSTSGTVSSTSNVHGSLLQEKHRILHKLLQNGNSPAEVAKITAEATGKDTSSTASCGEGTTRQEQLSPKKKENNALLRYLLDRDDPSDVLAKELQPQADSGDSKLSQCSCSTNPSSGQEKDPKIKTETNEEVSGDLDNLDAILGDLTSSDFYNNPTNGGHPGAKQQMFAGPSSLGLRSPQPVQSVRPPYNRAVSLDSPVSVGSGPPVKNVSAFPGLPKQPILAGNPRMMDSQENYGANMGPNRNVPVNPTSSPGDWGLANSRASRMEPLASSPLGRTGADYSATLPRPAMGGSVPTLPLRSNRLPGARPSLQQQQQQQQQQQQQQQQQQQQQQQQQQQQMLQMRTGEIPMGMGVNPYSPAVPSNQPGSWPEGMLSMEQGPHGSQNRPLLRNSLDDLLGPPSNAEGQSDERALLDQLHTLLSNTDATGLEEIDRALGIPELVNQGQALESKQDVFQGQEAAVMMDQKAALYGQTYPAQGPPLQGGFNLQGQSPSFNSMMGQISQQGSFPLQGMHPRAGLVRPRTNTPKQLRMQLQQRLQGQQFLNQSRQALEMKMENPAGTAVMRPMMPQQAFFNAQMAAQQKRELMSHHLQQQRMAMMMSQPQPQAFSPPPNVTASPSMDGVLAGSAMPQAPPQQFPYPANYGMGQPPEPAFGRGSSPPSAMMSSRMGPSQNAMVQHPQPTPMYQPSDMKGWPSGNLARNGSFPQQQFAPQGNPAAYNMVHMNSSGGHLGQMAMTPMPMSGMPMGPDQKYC
M4 PAM: potentiates acetylcholine response at human M4 receptor | hit rate 0.4% among 360,000 | CHO-K1 hM4/Gqi5, Fluo-8 calcium fluorescence, ACh EC20; 0% = ACh EC20, 100% = maximal ACh | AID 624126 | activation, % at 3 µM;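 active = activation above its plate's cutoff, the mean activation of sample wells plus 3 SD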; also: some results filed as inactive read as strong as hits
MEKK3 PB1 HTS: modulators (inhibitors or enhancers) of MEK5 binding to human MEKK3 PB1 domain; Q99759; bead-based flow cytometry, Alexa488-MEK5 binding to MEKK3; actives lie on both sides; 0 = blocked by unlabeled MEK5, 100 = vehicle; binding response (% of control), % at 10 µM; hit rate 1.4% among 290,000;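 active = binding response more than 3 SD above or below the average of its plate-row segment, actives on both sides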;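 also: Alexa488 bead fluorescence after subtracting the streptavidin-only scavenger bead signal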
PHOSPHO1 block: inhibitors of human PHOSPHO1 phosphatase. recombinant PHOSPHO1, absorbance phosphatase assay. Q8TCT1. hit rate 1.1% among 290,000. inhibition, % at 13.3 µM; in the data active = inhibition above about 60%
CRFR2-BP antag: antagonists of CRF-binding protein/CRF-R2 receptor complex | HEK293 CRF-R2/CRF-BP, CRF-induced calcium fluorescence | inhibition, % at 11.8 µM | hit rate 0.59% among 350,000;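 active = inhibition of the ligand-induced calcium signal above about 50% at the single tested concentration, limit read from the data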
CRFBP-R2 agonist: agonists of human CRF-binding protein/CRF-R2 receptor complex; activation, % at 13.2 µM; HEK293 CRF-R2/CRF-BP, calcium dye fluorescence (FLIPR); percent of saturating CRF peptide response; hit rate 0.46% among 350,000;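 active = activation of at least 50%, plus an integration ratio under a set limit after plate pattern correction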;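 also: plate controls were neutral control wells without compound for no effect and CRF at EC100 for full effect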
IDE inh: inhibitors of human insulin-degrading enzyme in cells. hit rate 0.41% among 320,000. HEK cells, FAbetaB cleavage, fluorescence polarization. P14735. AID 434962. inhibition, % at 5.59 µM;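 active = percent inhibition above the average of all tested compounds plus 3 SD, set per screening campaign, cut at about 16% in these data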;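 also: IDE supplied by intact live HEK cells; FP after avidin binding of uncleaved biotin substrate so inhibition keeps polarization high; 0% = DMSO wells and 100% = 60 µM reference IDE inhibitor Ii1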
IDE cell activ: activators of human insulin-degrading enzyme in cells. P14735. HEK cells, FAbeta-B cleavage, fluorescence polarization; 0% vehicle, 100% cell-free pure enzyme wells. activation, % at 5.96 µM. hit rate 0.073% among 340,000;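 active = activation above the mean of all tested compounds plus 3 SD, set per screening campaign, cut at about 17% in these data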
GalR3 antagonist: human GalR3 antagonism; HEK293 GalR3-CNG cAMP membrane potential fluorescence; galR3 body fused to GalR1 C-terminus; inhibition, % at 3 µM; AID 651719; hit rate 0.44% among 360,000;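 active = inhibition above the screen-wide average plus 3 SD, cut at about 13% in these data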;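 also: forskolin and galanin both at EC90 stimulate the cells; cAMP rise reported by CNG channel membrane potential dye signal; 0% = forskolin plus galanin with DMSO and 100% = forskolin alone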
An asterisk follows results filed as active; . = not tested or not shown.

Each structure is followed by: p-CIP stab down	M4 PAM	MEKK3 PB1 HTS	PHOSPHO1 block	CRFR2-BP antag	CRFBP-R2 agonist	IDE inh	IDE cell activ	GalR3 antagonist
1. CC(=O)Nc1nc2cc(N)ccc2s1
    .	6	.	.	-2	0.4	4	4	-5
2. COc1ccc(C(c2nnnn2C(C)(C)C)N2CCN(C(=O)c3ccco3)CC2)cc1 (stereo unspecified)
    3	-2	93	26	14	-1.4	-1	3	-7
3. COc1cc(SC)ccc1C(=O)Nc1nccs1
    -5	4	110	44	-29	-2.6	1	4	-8
4. O=C(OCCOc1ccccc1)c1cccc(S(=O)(=O)N2CCOCC2)c1
    .	4	.	.	1	0.4	5	-1	3
5. CCCCNC(=S)NNC(=O)c1csc(C)c1
    -7	26	105	-18	22	-3.6	10	-1	-6
6. CCOc1ccc(CCNC(=O)COC(=O)COc2cc(C)cc(C)c2)cc1OCC
    .	4	.	.	9	-0.6	-14	6	-2
7. CC(=O)CCc1c(C)nc2ccc(C)cc2c1Cl
    -6	-6	122	-30	1	-2.6	12	-14	-7
8. CCOc1ncccc1C(=O)OCC(=O)NCc1cccs1
    .	9	.	.	5	0.2	5	0	2
9. CCOC(=O)CC(=O)CSc1nc(C)cc(C)c1C#N
    -5	-4	101	-24	-6	2.1	1	1	-5
10. CCOC(CNC(=O)Cn1nc(Cc2ccncc2)c2ccccc2c1=O)OCC
    -5	2	105	20	-20	0.3	-4	6	-3
11. CC(=O)c1cccc(NS(=O)(=O)c2cc(-c3cnc(C4CC4)o3)ccc2C)c1
    -17	-7	102	20	-11	0.1	7	1	-3
12. CCCCC(=O)NC(=S)Nc1cccc(C(=O)O)c1
    -6	5	102	52	15	1.4	-2	3	-3
13. CCN(CC)C(=O)c1sc2nc(-c3cccs3)cc(-c3cccs3)c2c1N
    2	-19	98	8	-19	5.9	1	2	-5
14. COc1ccc(N2CCN(C3CCCCC3NS(=O)(=O)c3ccccc3)CC2)cc1 (stereo unspecified)
    -3	-1	103	24	-16	-0.2	4	2	-7
15. CSCCC(NC(=O)c1ccccc1Br)C(=O)NNC(=O)C1COc2ccccc2O1 (stereo unspecified)
    .	0	.	.	8	-1.1	.	-1	-1
16. COc1ccc(Nc2nc(N)nc(CSC(=S)N3CCCCC3)n2)cc1
    4	-3	95	-34	-13	0.1	-2	0	-6
17. COc1ccc(O)c(CN2CCC(n3nccc3NC(=O)c3ccccc3Cl)CC2)c1
    -10	9	102	31	3	2.3	.	-3	-3
18. O=C(C1CCCCC1)N1C[C@@H](n2cc(-c3ccc(F)cc3)nn2)[C@H](O)C[C@@H]1c1ccc(Cl)cc1
    .	-2	.	.	17	-2.1	.	.	-7
19. CC(NS(=O)(=O)c1ccccc1Cl)C1CC2CCC1C2 (stereo unspecified)
    -14	-3	102	4	-9	0.2	5	-4	-9
20. CC(C)Cn1c(N)c(C(=O)COC(=O)c2ccccc2C(=O)c2ccccc2)c(=O)n(C)c1=O
    .	3	.	.	-11	4.3	-6	4	-6
21. CCS(=O)(=O)N1Cc2ccccc2CC1C(=O)N(C)Cc1ccc(OC)c(F)c1 (stereo unspecified)
    4	-11	106	16	5	-3.2	-2	-1	-6
22. CC(C)NC(=O)CCCN1C(=O)c2ccccc2Sc2ncccc21
    -4	5	104	38	0	0.6	1	-2	-7
23. O=C(NC1CC1)c1cc(-c2ccco2)nc2ccccc12
    0	3	103	-6	-6	3.0	.	1	.
24. CS(=O)(=O)c1cccc(-c2nnc(NC(=O)c3ccc(S(=O)(=O)N4CCCC4)cc3)o2)c1
    .	6	.	.	4	0.3	-5	5	-7
25. COc1cc(OC)cc(-c2nnc(SCC(=O)N3CCOCC3)o2)c1
    -10	8	88	6	10	-1.4	4	1	-4
26. Cc1ccc(S(=O)(=O)N2C[C@H]3C(=O)C[C@@H](c4ccc(Cl)cc4)N(S(=O)(=O)c4ccccc4C)[C@H]3C[C@H]2c2cccc(Cl)c2)cc1
    .	2	.	.	0	1.3	.	.	-4
27. COc1ccc(Br)cc1Cn1nnc(C(=O)Nc2ccc3c(c2)OCCO3)c1N
    -12	1	102	29	-19	-0.1	-10	3	2
28. Cc1ccc2oc(C(=O)N(Cc3ccccc3)C3CCS(=O)(=O)C3)c(C)c2c1 (stereo unspecified)
    2	-4	98	.	-6	-0.4	.	3	2
29. CC(C)OCCCNC(=O)C(C)Oc1ccccc1 (stereo unspecified)
    0	0	106	-2	-17	-0.6	5	2	.
30. O=C(CSc1nnc(-c2ccccc2)n1Cc1ccccc1)N1CCOCC1
    -6	11	105	37	-11	-0.9	6	-5	-5
31. O=C(NCCCn1ccnc1)/C(=C\c1ccc(Br)cc1)NC(=O)c1ccccc1
    0	-7	100	28	-11	1.7	4	-2	-7
32. O=C(Nc1cc2cccc([N+](=O)[O-])c2oc1=O)c1cccs1
    0	-2	87	11	-8	-1.3	3	2	3
33. COc1ccc(-c2nsc(C(=O)N(c3ccc(F)cc3)C(C(=O)NC3CCCC3)c3ccc(OC)cc3)c2N)cc1 (stereo unspecified)
    2	3	101	-14	-31	-0.8	0	3	-4
34. CN(C)C1=NCCN1CCc1ccccc1
    .	0	.	.	4	6.3	-9	-2	-1
35. CCCn1nc(C(=O)OCC(=O)c2ccc3c(c2)NC(=O)CO3)c2ccccc2c1=O
    -8	2	132*	-9	20	-1.2	10	2	-3
36. Cc1cc(/C=N\NC(=O)CC(=O)NC2CCCCC2)c(C)n1-c1cccc(Cl)c1Cl
    4	4	100	-7	-25	-4.0	0	7	-2
37. O=C(O)c1cc(-c2ccc(Cl)c(Cl)c2)n(-c2ccc(F)cc2)n1
    -4	5	102	40	13	-3.8	-2	-2	-8
38. Nc1ccccc1SCC(=O)Nc1ccc2c(c1)OCCO2
    -14	-2	97	23	8	-0.2	-2	-2	-9
39. CC(=O)c1ccc([N+](=O)[O-])cc1
    .	3	.	.	19	-2.5	2	10	-1
40. Cc1cc(C(=O)OCc2nc3ccccc3s2)c(C)o1
    -32	20	.	26	18	-0.4	-2	2	-2
41. CCOC(=O)c1[nH]c(C)c(C(=O)NC2CCCCC2)c1C
    -6	-3	98	-12	-3	0.2	7	2	-4
42. CC(C)NC(=O)c1cc2cc(Br)ccc2oc1=O
    -2	-5	98	-2	-21	-1.8	0	1	-3
43. COC(=O)COc1ccc(S(=O)(=O)N2CCOCC2)cc1C
    -7	-9	93	-3	-3	7.8	1	-3	-5
44. COc1ccc(Br)cc1CN1CCSCC1
    -8	-1	106	25	-3	4.6	3	4	-1
45. CCOC(=O)c1c(C)[nH]c(C)c1C(=O)COC(=O)/C=C/c1cccc(Cl)c1
    12	-9	102	0	7	0.1	5	1	-9
46. CCN(C1CCCCC1)S(=O)(=O)CCNC(=O)c1ccc2c(c1)OCO2
    .	1	.	.	7	-2.3	10	0	-3
47. CCn1nc(C)c(NC(=O)c2ccc(Cl)cc2)c1C
    -13	-7	105	32	-11	-0.2	-3	4	1
48. CN(C)C(=O)CN1CCN(C(=O)CCl)CC1
    -4	5	101	0	-18	0.8	-5	0	-5
49. O=C(C[C@@H]1C/C=C\C[C@@H](Cc2ccc(F)cc2)C(=O)OC[C@H]2CCCN2C1=O)NCCO
    .	4	.	.	-1	-0.2	1	5	-3
50. Cc1c(Cl)c([N+](=O)[O-])nn1CCCC(=O)NC(C)c1ccccc1 (stereo unspecified)
    -3	-2	103	6	5	-2.5	0	8	-7
51. CC(=O)Nc1ccc(NC(=O)c2cc[n+]([O-])cc2)cc1
    -5	-7	96	32	1	0.1	2	5	-8
52. COc1ccc(S(=O)(=O)N2CCN(C)CC2)cc1NC(=O)c1ccccc1F
    -6	-4	102	31	-2	0.3	0	4	-4
53. Cc1ccc(NC(=O)CSc2nnc(-c3ccco3)c(-c3ccco3)n2)cc1
    -4	0	110	60*	-4	0.2	1	2	-7
54. Cc1ccc(C)c(NC(=O)c2cnn3ccccc23)c1
    -2	1	108	-5	-3	-0.5	0	3	5
55. C/C(=C\C=C\c1ccccc1)C(=O)c1c(C)cc(C)[nH]c1=O
    -14	2	96	-7	-19	0.2	-3	5	-2
56. O=C1CC(C(=O)Nc2ccc(Cl)cc2[N+](=O)[O-])C2(CCCCC2)O1 (stereo unspecified)
    -4	-2	101	15	-13	-0.6	1	-1	-6
57. CCN(CC)CCNC(=O)c1cc(Nc2ccc(OC)c(OC)c2)nc2ccccc12
    -12	2	108	29	-6	2.0	-1	5	-8
58. COc1ccccc1OCc1cc(C(=O)N2CCCC(OCc3cccnc3)C2)no1 (stereo unspecified)
    0	-6	105	23	-9	-0.4	7	-6	0
59. CSc1nnc(C(C)c2ncc(C(F)(F)F)cc2Cl)n1C (stereo unspecified)
    -4	20	90	4	-5	0.9	-2	-2	-5
60. CNC(=O)COC(=O)c1ccc(Cl)c(S(=O)(=O)N2CCCC2)c1
    -9	-3	96	-95	-39	3.9	-2	6	1
61. CCOC(=O)C1(Cc2ccc(Cl)cc2)CCN(Cc2cnc(N)nc2)CC1
    1	-3	107	14	-16	-1.1	0	4	2
62. S=C(Nc1ccc(Cl)cc1)c1nc2ccccc2[nH]1
    5	9	128*	-17	6	0.4	3	-7	-2

Entries of single compounds, looked up by structure:
`CN(C)C1=NCCN1CCc1ccccc1` across the screens: p-CIP stab down = .; M4 PAM = 0; MEKK3 PB1 HTS = .; PHOSPHO1 block = .; CRFR2-BP antag = 4; CRFBP-R2 agonist = 6.3; IDE inh = -9; IDE cell activ = -2; GalR3 antagonist = -1
`CN(C)C(=O)CN1CCN(C(=O)CCl)CC1` across the screens: p-CIP stab down = -4; M4 PAM = 5; MEKK3 PB1 HTS = 101; PHOSPHO1 block = 0; CRFR2-BP antag = -18; CRFBP-R2 agonist = 0.8; IDE inh = -5; IDE cell activ = 0; GalR3 antagonist = -5
